NALP3 yeast inh = NALP3 inflammasome inhibitors in reconstituted yeast, primary screen, luminescence, uHTS; Yeast reconstituted NLRP3/ASC/caspase-1, beta-gal luminescence, 24 h; inhibition, % at 10 µM; 0.39% of 330,000 active; AID 2825, 2010;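 active = inhibition of 50% or more; inactive = inhibition below 50%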;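 also: plate controls were induced DMSO wells for no effect and uninduced yeast grown without galactose for full effect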
TIM10 inh = growth inhibitors of isogenic TIM10 control yeast, primary screen, counter-screen for tim10-1 yeast inhibitor project, luminescence, uHTS; S. cerevisiae TIM10 strain growth, BacTiter-Glo luminescence, 24 h; 1.4% of 330,000 active; inhibition, % at 10 µM;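 active = inhibition of 40% or more at the single tested concentration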;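 also: wild-type TIM10 isogenic control strain grown at permissive 25 °C; 0% = DMSO yeast wells and 100% = minimal medium wells without yeast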
NR3A LBD binder = binders of NR3A ligand-binding domain, primary screen, biophysical, differential scanning fluorimetry, uHTS | Tm shift relative to glycine control, % at 25 µM | NR3A LBD differential scanning fluorimetry, Tm shift; 0% = protein alone, 100% = glycine-bound protein | Glutamate receptor ionotropic, NMDA 3A (GRIN3A) ligand-binding domain | 2.5% of 340,000 active;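 active = melting temperature shift of at least 10% of the positive control shift, at one fixed dose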
UPR XBP1 act = activators of adaptive XBP1 UPR arm, primary screen, cell-based, CHO-XBP1 luciferase reporter, luminescence, uHTS; 0.33% of 330,000 active; activation, % at 20 µM; IRE1-XBP1 UPR activation; percent of tunicamycin response, DMSO as zero;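 active = versus positive control, 20 µM dose yields 30% or more activation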;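 also: 100% = tunicamycin at 10 µg/mL and 0% = DMSO only wells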
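Assay system: CHO-XBP1 luciferase reporter cells; Schedule: 6 h treatment, 37 °C; Detection: glow luminescence from Steady-Glo reagent; Benchmarks: high control tunicamycin 10 µg/mL final, low control DMSO vehicle only.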
tim23-1 inh = growth inhibitors of tim23-1 mutant yeast, primary screen, luminescence, uHTS; 1.3% of 330,000 active; inhibition, % at 20 µM; AID 463212, 2010; S. cerevisiae tim23-1 growth, BacTiter-Glo luminescence, 24 h;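 active = growth inhibition of the mutant yeast at or above 50%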;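 also: temperature-sensitive mutant grown at 25 °C; plate controls were DMSO-treated mutant yeast for no effect and medium wells lacking yeast for full effect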
UPR CHOP act = activators of apoptotic CHOP UPR arm, primary screen, cell-based, CHO-CHOP luciferase reporter, luminescence, uHTS | activation, % at 10 µM | AID 449763, 2010 | 0.34% of 330,000 active | UPR activation; percent of tunicamycin response over DMSO baseline;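 active = at 10 µM dose, activation of 40% or more, normalized to positive control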;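 also: 100% = tunicamycin at 10 µg/mL and 0% = DMSO alone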
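Assay system: CHO-CHOP cells, stable luciferase reporter of PERK-eIF2a-CHOP signalling / Buffer or medium: F12 plus 10% serum / Compound dosing: one dose, 10 µM in 0.5% DMSO / Times: 6 h compound treatment, 37 °C / Technique: luciferase luminescence / Read-out: % reporter activation, DMSO baseline versus tunicamycin full activation / Benchmarks: tunicamycin and DMSO controls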
tim10-1 inh = growth inhibitors of tim10-1 mutant yeast, primary screen, luminescence, uHTS; AID 463190, 2010; S. cerevisiae tim10-1 ts strain growth, BacTiter-Glo, 24 h; 2.2% of 330,000 active; inhibition, % at 20 µM;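 active = inhibition of at least 40%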;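 also: mutant grown at 25 °C; 0% = DMSO wells with yeast and 100% = wells holding no yeast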
Mdm2-MdmX inh = inhibitors of human Mdm2-MdmX association, primary screen, cell-based, luminescence, split luciferase, SaOS-2, uHTS. 3% of 330,000 active. Protein Mdm4 (Homo sapiens) + E3 ubiquitin-protein ligase Mdm2 (Homo sapiens), …. SaOS-2 split-luciferase Mdm2/MdmX complementation. inhibition, % at 8 µM;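 active = inhibition of at least 50% at 8 µM in the primary screen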
Target sequence (O15151 whole entry, looked up): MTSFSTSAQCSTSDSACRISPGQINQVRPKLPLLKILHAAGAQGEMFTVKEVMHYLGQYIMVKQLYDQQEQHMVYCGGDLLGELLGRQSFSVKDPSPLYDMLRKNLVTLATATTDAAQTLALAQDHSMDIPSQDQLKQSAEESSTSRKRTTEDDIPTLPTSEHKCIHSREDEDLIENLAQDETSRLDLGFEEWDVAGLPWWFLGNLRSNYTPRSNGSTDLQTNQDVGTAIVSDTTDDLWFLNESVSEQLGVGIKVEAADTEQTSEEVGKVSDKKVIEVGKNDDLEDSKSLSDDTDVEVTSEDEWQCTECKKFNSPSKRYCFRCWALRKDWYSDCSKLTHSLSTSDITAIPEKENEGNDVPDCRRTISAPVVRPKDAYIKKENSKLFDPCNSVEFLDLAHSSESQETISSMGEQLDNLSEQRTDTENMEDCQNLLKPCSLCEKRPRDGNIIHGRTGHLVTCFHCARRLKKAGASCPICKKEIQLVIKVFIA
Target sequence (Q00987 whole entry, looked up): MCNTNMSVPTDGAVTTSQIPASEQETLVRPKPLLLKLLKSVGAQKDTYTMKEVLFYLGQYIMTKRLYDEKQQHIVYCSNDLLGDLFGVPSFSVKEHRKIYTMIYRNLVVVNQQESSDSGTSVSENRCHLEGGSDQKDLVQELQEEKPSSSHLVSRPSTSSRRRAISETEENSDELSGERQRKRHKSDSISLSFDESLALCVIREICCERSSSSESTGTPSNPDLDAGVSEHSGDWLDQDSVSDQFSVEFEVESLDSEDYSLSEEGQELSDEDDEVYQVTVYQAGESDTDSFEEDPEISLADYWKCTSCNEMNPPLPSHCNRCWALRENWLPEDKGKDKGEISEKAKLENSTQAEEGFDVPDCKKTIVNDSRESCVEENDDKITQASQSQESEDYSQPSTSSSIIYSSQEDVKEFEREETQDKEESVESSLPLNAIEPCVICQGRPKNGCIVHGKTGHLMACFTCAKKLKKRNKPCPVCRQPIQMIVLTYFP
APJ ag = agonists of human apelin receptor APJ, primary screen, CHO-K1 cells, PathHunter beta-arrestin, luminescence; 0% DMSO wells, 100% apelin; activation, % at 20 µM; 0.11% of 330,000 active; AID 2520, 2010;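 active = activation more than six SD over the plate average, tested at 20 µM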;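 also: 0% = DMSO alone and 100% = apelin-13 at 10 nM; some results filed as inactive read as strong as hits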
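Assay system: engineered CHO-K1 APJ arrestin reporter cells; Amount: 1000 CHO-K1 reporter cells seeded per well; Dosing: one dose, 20 µM compound, 1% DMSO; Times: compound stimulation 90 min at 25 °C, detection 60 min; Measured by: luminescent beta-gal fragment complementation, chemiluminescent substrate; Read-out: APJ–arrestin association signal; Controls: DMSO vs Apelin-13 10 nM.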
Starred values were filed as active, the others as inactive; · = no result given; & = joins results of further samples. Some of the compounds tested; rates above refer to the full screens.

Order of results: NALP3 yeast inh	TIM10 inh	NR3A LBD binder	UPR XBP1 act	tim23-1 inh	UPR CHOP act	tim10-1 inh	Mdm2-MdmX inh	APJ ag
- CCC(C)(C)n1nnnc1C(c1cccs1)N1CC=C(c2ccc(F)cc2)CC1 (centres undefined)
 : 9.4	39.5	1.9	-5.1	57.0*	-0.3	21.1	11.7	-3.6
- COC(=O)CC1=C(C(=O)OC)C2(C(=O)N(C)c3ccccc32)C(C#N)=C(N)O1 (centres undefined)
 : 9.2	10.8	0.3	-1.7	19.5	2.1	20.0	9.7	11.0
- C=CCN1C(=O)C2(C(C(=O)OCC)=C(N)Oc3ccccc32)c2c1c1ccccc1oc2=O (centres undefined)
 : -0.7	28.6	0.3	1.9	37.1	1.0	28.4	21.3	-3.3
- Fc1ccc(CCNCc2cccc(Cl)c2)cc1
 : 14.2	9.7	-0.4	-3.1	7.9	-1.3	4.6	3.2	-4.3
- CCOCCc1c(O)[nH]c(=S)[nH]c1=O
 : 4.0	2.9	0.4	-1.2	-2.3	0.7	-10.6	-13.4	-2.1
- O=C(O)c1[nH]c(=O)[nH]c(=O)c1F
 : 1.6	-0.9	-1.4	-0.8	2.6	-0.6	-11.8	13.8	0.1
- CCC(=NCc1cccnc1)c1c(O)n(-c2ccc(C)cc2)c(=O)[nH]c1=O
 : 6.0	-11.2	-0.7	1.1	-15.1	-1.8	-7.3	10.8	-5.3
- C=C1[C@@H](OC(C)=O)[C@]23C[C@@H]1[C@@H](OC(C)=O)CC2[C@]12C4C[C@H]3[C@H]1N(CC)C[C@]4(C)CC[C@@H]2O (some centres undefined)
 : 19.6	-6.1	0.2	-1.6	2.7	-0.4	-15.3	7.8	-2.4
- COc1ccc(N2C(=O)/C(=C/c3cc(C)n(-c4ccc(C)cn4)c3C)C(=O)NC2=S)c(OC)c1
 : 11.5	8.5	0.1	-0.8	-1.6	-2.2	7.6	-12.2	5.6
- CCCC(=O)NC(Oc1ccc(OC)cc1)C(Cl)(Cl)Cl (centres undefined)
 : -5.4	2.0	3.3	1.2	0.3	2.6	13.2	6.9	-2.0
- CC(C)(C)c1nc(NCc2ccc3c(c2)OCO3)c2nnn(Cc3ccccc3Cl)c2n1
 : 1.8	0.3	0.9	1.6	-7.6	1.0	-0.8	41.2	-2.1
- Cc1cccc(-n2c(O)c(/C=N/Nc3nc4c(c(=O)n(C)c(=O)n4C)n3C)c(=O)[nH]c2=S)c1
 : -1.5	-17.2	-4.0	-3.8	4.3	-1.9	4.2	-10.4	-1.0
- C=C(CC1CC(O)[C@]2(C)OC3CC4OC5C[C@]6(C)O[C@]7(C)CCC8OC9C[C@]%10(C)OC%11C(C)=CC(=O)OC%11CC%10OC9C[C@@H](C)C8OC7CC6O[C@]5(C)C/C=C\C4OC3CC2O1)C(=O)O (some centres undefined)
 : 16.1	12.7	-1.1	-3.0	14.4	-0.8	14.5	2.9	-0.5
- CC(C)n1c(=O)c(C=Nc2ccc(F)cc2)c(O)n(Cc2ccco2)c1=O
 : 7.3	33.2	-2.7	3.3	34.7	-2.0	27.3	9.0	1.8
- Cc1ccc(N=Cc2c(O)n(-c3ccc(C)cc3)c(=O)[nH]c2=O)cc1
 : 15.4	-0.1	1.3	2.6	12.1	5.2	-3.1	19.9	1.7
- COc1ccc(CCNCc2ccncc2)cc1
 : 13.3	-4.3	0.6	0.5	13.4	-0.6	9.7	7.3	-1.2
- C[C@]12CCC3[C@@H](CCC4=CC(=O)CC[C@@]43C=O)C1CCC2=O (some centres undefined)
 : 13.9	16.1	3.0	-1.0	10.8	-0.3	-4.5	-5.6	-3.3
- CCn1c(P(C)(=O)O)nc2ccccc21
 : 7.5	-8.2	1.8	0.1	1.1	1.9	-3.5	-11.9	-2.6
- O=c1[nH]c(=O)n(CCC2=CCCCC2)c(O)c1C=NCCN1CCNCC1
 : 5.2	20.7	-1.1	1.2	4.6	-0.8	7.3	18.6	-4.4
- O=C1NC(=O)C(=Cc2ccc(-c3ccccc3[N+](=O)[O-])o2)C(=O)N1
 : 5.3	-5.0	-2.1	-2.7	8.2	-0.1	15.3	3.5	4.0
- COC12CCC3(CC1C(C)(O)C(C)(C)C)[C@H]1Cc4ccc(OC5OC(C(=O)O)[C@@H](O)C(O)[C@H]5O)c5c4[C@@]3(CCN1CC1CC1)C2O5 (some centres undefined)
 : 0.8	10.5	-0.4	-2.7	-8.6	-1.5	-9.3	-6.1	-3.0
- c1ccc(-c2cc(-c3ccccc3)[n+](-c3ccccc3)c(-c3ccccc3)c2)cc1
 : 13.7	24.2	-1.3	1.7	20.5	-1.3	22.1	89.2*	-0.3
- Cc1ccc2[nH]c(C)c(CCNCc3cccnc3)c2c1
 : 13.5	3.3	5.0	-3.9	-9.5	1.8	-1.9	22.6	-0.9
- CC12CN3CC(C)(CN(C1)C3c1cccnc1)C2=O (centres undefined)
 : 5.4	-0.4	3.5	-0.4	15.1	-0.7	-0.4	3.3	1.9
- O=C1NC(=O)C(=Cc2ccc(N3CCOCC3)cc2)C(=O)N1
 : 1.7	9.1	-0.3	-1.2	-7.4	2.0	-9.6	14.1	-3.0
- Cc1cc(C)[n+](CCCC[n+]2c(C)cc(C)cc2C)c(C)c1
 : -5.8	-8.5	-3.9	-0.4	-25.1	1.6	-21.0	2.9	-0.9
- O=C(Cc1ccccc1)N1CCN(Cc2c[nH]c3ccccc23)CC1
 : 7.1	7.7	-3.7	4.8	1.1	-0.1	10.1	-5.3	2.1
- C=C1C(=O)O[C@H]2C[C@@H](C)[C@@H]3C=CC(=O)[C@@]3(C)C[C@H]12
 : 4.1	45.7*	-6.0	-6.2	42.1	7.3	47.9*	100.3*	2.4
- COC(=O)C1=C(c2ccc(F)cc2OCc2ccccc2)C[C@@H]2CC[C@H]1N2C(=O)NCc1ccc(Br)cc1
 : 8.4	4.1	-1.4	-0.9	11.4	4.2	13.5	45.2	0.2
- CNC(=O)NC(O)C(Cl)(Cl)Cl (centres undefined)
 : 5.1	2.7	2.9	-4.3	3.3	3.7	-1.1	2.8	0.1

Compounds shown so far that have a Cl atom (4):
Order of results: NALP3 yeast inh	TIM10 inh	NR3A LBD binder	UPR XBP1 act	tim23-1 inh	UPR CHOP act	tim10-1 inh	Mdm2-MdmX inh	APJ ag
- Fc1ccc(CCNCc2cccc(Cl)c2)cc1
 : 14.2	9.7	-0.4	-3.1	7.9	-1.3	4.6	3.2	-4.3
- CCCC(=O)NC(Oc1ccc(OC)cc1)C(Cl)(Cl)Cl (centres undefined)
 : -5.4	2.0	3.3	1.2	0.3	2.6	13.2	6.9	-2.0
- CC(C)(C)c1nc(NCc2ccc3c(c2)OCO3)c2nnn(Cc3ccccc3Cl)c2n1
 : 1.8	0.3	0.9	1.6	-7.6	1.0	-0.8	41.2	-2.1
- CNC(=O)NC(O)C(Cl)(Cl)Cl (centres undefined)
 : 5.1	2.7	2.9	-4.3	3.3	3.7	-1.1	2.8	0.1

(continued)
Order of results: NALP3 yeast inh	TIM10 inh	NR3A LBD binder	UPR XBP1 act	tim23-1 inh	UPR CHOP act	tim10-1 inh	Mdm2-MdmX inh	APJ ag
- CC1(C)C(=O)CC[C@@]2(C)C1=CCC1C2CC[C@]2(C)C(=O)CCC12 (some centres undefined)
 : 58.8*	-20.3	-0.5	-3.6	26.4	3.7	-9.1	19.3	-0.1
- CC(=O)Nc1ccccc1C(=O)OCc1ccc(F)cc1
 : -3.0	1.0	0.4	0.2	0.4	1.8	15.3	9.8	-2.4
- C[N+]1(C)[C@@H]2CC(OC(=O)[C@H](CO)c3ccccc3)C[C@H]1[C@@H]1O[C@@H]12 (some centres undefined)
 : 3.1&15.6	3.6&-0.8	-3.0&-1.1	2.3&-2.2	-7.9&-2.1	0.5&1.6	-0.5&1.1	14.6&8.1	-3.7&-5.6
- CN1CCC(n2nccc2N)CC1
 : 4.9	2.7	-2.7	-1.6	3.0	-2.3	-0.1	27.2	6.1
- O=C(Cc1ccccc1)NC(Oc1ccccc1Cl)C(Cl)(Cl)Cl (centres undefined)
 : 12.4	8.1	1.8	-0.4	2.6	5.7	10.4	-22.9	-0.4
- O=C1CN=C(c2ccc[nH]2)c2cc(Cl)ccc2N1
 : 24.2	-58.3	2.6	-2.4	-16.5	-0.3	-58.4	64.6*	0.6
- COC(=O)C1=C(c2ccc(OCc3ccccc3)cc2)C[C@@H]2CC[C@H]1N2C(=O)NCc1ccc(N(C)C)cc1
 : 0.9	1.7	-1.3	-3.7	8.5	5.7	11.2	25.1	1.8
- COC(=O)C1=C(c2ccc3ccccc3c2)C[C@@H]2CC[C@H]1N2C(=O)NCC1CC1
 : 8.1	7.6	2.1	-1.0	18.0	-1.1	14.9	5.3	-1.6
- COC(=O)C1=C(c2cccc(C#N)c2)C[C@@H]2CC[C@H]1N2C(=O)NCC1CC1
 : -3.2	-5.0	-1.0	-0.5	-13.3	-1.6	11.1	15.8	-2.2
- Clc1ccccc1NC1=NCCCS1
 : 9.7	-6.7	-0.9	-6.8	-13.0	0.5	1.1	12.7	-0.8
- COc1ccc(Br)cc1CNCCc1ccc2c(c1)OCO2
 : 14.0	5.7	3.4	5.2	4.8	-0.6	3.3	7.6	0.2
- Cc1cc(/C=C2/C(=O)NC(=O)N(c3ccc(Br)cc3)C2=O)c(C)n1C
 : 9.1	-6.8	2.0	1.2	11.8	0.0	6.5	14.4	-3.0
- Oc1ccc2c3c1OC1C(O)CC[C@@]4(O)[C@@H](C2)N(CC2CCC2)CC[C@]314 (some centres undefined)
 : 11.4	2.6	·	-3.9	-0.1	-1.0	-15.2	12.9	-1.8
- O=C1NC(=O)C(=Cc2ccc(N3CCN(C(=O)c4ccccc4)CC3)c([N+](=O)[O-])c2)C(=O)N1
 : 11.8	19.3	-3.9	-1.3	3.2	-2.0	22.8	25.7	-2.7
- O=C1NC(=O)C(CCc2ccncc2)(C2CCCCC2)C(=O)N1
 : 17.3	4.9	-1.1	1.0	23.2	0.0	11.3	14.3	2.3
- CN1CC[C@@]2(C)c3cc(O)ccc3N(C)C2O1 (some centres undefined)
 : -5.4	-3.0	-3.4	1.0	11.2	0.6	-1.7	-25.6	21.9
- O=C(CCc1ccc(O)cc1)N1C[C@H]2C[C@@H](C1)c1cccc(=O)n1C2
 : -3.8	1.6	-1.8	-1.5	0.6	0.7	-15.0	9.8	-0.2
- C[C@H]1CC2C3CC=C4C[C@@H](O)CC[C@]4(C)C3CC[C@]2(C)[C@H]1O (some centres undefined)
 : 53.9*	21.5	-2.4	-2.0	22.1	-0.8	7.5	13.5	-8.4
- COC(=O)C1=C(c2ccc(OC(F)(F)F)cc2)C[C@@H]2CC[C@H]1N2C(=O)NC(C)C
 : -8.1	3.2	0.0	-1.9	29.6	-0.3	13.5	-8.2	-2.5

Compound activity from PubChem.
